Source: PubChem (Southern Research Specialized Biocontainment Screening Center)
M. tuberculosis: growth inhibition of non-replicating M. tuberculosis (AID 488890) | inhibition, % at 25 µM, or IC50 in µM where a hit was titrated | 320,000 tested, 0.39% active | Mycobacterium tuberculosis non-replicating, growth inhibition; higher % means a stronger effect; in the data active = a potency from the dose series; inconclusive = inhibition mostly from about 82% at the one dose, without a potency; inactive = the rest, 99 in 100 with inhibition below about 76%;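 also: plate controls were DMSO cells for no effect and high antibiotic wells for full effect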
inhibitors of VEEV: inhibitors of VEEV TC-83 cytopathic effect, confirmation, Vero cells (AID 588727); Vero cells, VEEV TC-83 cytopathic effect inhibition; higher % means a stronger effect; inhibition, % at 20 µM; hits with a dose series show IC50 in µM; 350,000 tested, 0.13% active; in the data active = a potency from the dose series; inconclusive = inhibition mostly from about 14% at the one dose, without a potency; inactive = the rest, 99 in 100 with inhibition below about 12%; also: strong numbers were not always called active
M. tuberculosis HTS: M. tuberculosis growth inhibition, HTS (AID 449762); M. tuberculosis H37Rv growth inhibition, 7H9 media; higher % means a stronger effect; inhibition, % at 25 µM; hits with a dose series show IC50 in µM; 330,000 tested, 0.59% active; in the data active = a potency from the dose series; inconclusive = inhibition above about 70% without an active follow-up result;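 also: bacterial growth assessed after seven days of incubation; strong numbers were not always called active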
H1N1 NS1A inhibition: H1N1 influenza NS1A inhibitors, functional cell based assay (AID 504329); NS1A functional cell-based assay, percent inhibition; higher % means a stronger effect; one-dose inhibition, % at 12.5 µM; IC50 in µM for titrated hits; 340,000 tested, 0.3% active; in the data active = a potency from the dose series; inconclusive = inhibition above about 27% without an active follow-up result; also: strong numbers were not always called active
PhoP GFP inhibition: PhoP regulon inhibitors, Salmonella typhi PhoP promoter GFP reporter, confirmatory (AID 1850); Salmonella Typhi PhoP-promoter GFP reporter, fluorescence, 4 h; higher % means a stronger effect; inhibition, % at 50 µM, or IC50 in µM where a hit was titrated; 310,000 tested, 0.33% active; in the data active = a potency from the dose series; inconclusive = inhibition mostly from about 25% at the one dose, without a potency; inactive = the rest, 99 in 100 with inhibition below about 19%;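 also: 0% = induced wells with vehicle and 100% = uninduced wells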
inhibitors of VEEV 10K pilot screen: also measured in inhibitors of VEEV; calls as there; inhibition, %; measured here: 10K pilot screen inhibition
Numbers without * were called inactive; i = inactive; u = inconclusive; x = no result given.

SMILES	M. tuberculosis	inhibitors of VEEV	M. tuberculosis HTS	H1N1 NS1A inhibition	PhoP GFP inhibition	others
CCOC(=O)c1c(-c2ccccc2)csc1NC(=O)c1ccc(S(=O)(=O)N2CCOCC2)cc1	-5%	2.1%	-2%	-1%	-7%
CC(C(=O)Nc1cc(Cl)cc(Cl)c1)N1CCCC1 (centres undefined)	-21%	i	-6%	-13%	13%
Cc1cccc2c1cnn2C(=O)CCC(=O)NCC(C)c1ccccc1 (centres undefined)	-3%	9.0%	-4%	-18%	-6%	inhibitors of VEEV 10K pilot screen=0.6
CC(Sc1nnc(N)s1)C(=O)NCc1ccc2c(c1)OCO2 (centres undefined)	14%	0.2%	-1%	-7%	x
COc1ccc(NC(=O)C2=CCN(S(=O)(=O)c3ccccc3)CC2)cc1OC	7%	1.8%	5%	-4%	0%
COc1ccc(C2CC(c3ccccc3)n3nc(NC(=O)c4cccs4)nc3N2)cc1 (centres undefined)	-3%	7.3%	41%	-9%	5%
O=C(COC(=O)c1cc([N+](=O)[O-])ccc1NCCO)c1ccc(Cl)cc1	70%	0.3%	1%	8%	-10%
Cc1ccn2c(=O)nc(SCC(=O)Nc3ccc4c(c3)OCCO4)nc2c1	13%	2.0%	-7%	-7%	6%
COc1cc(NC(=O)Cn2ncc3c2-c2ccccc2OC3)cc(OC)c1OC	-5%	5.7%	4%	-5%	-5%	inhibitors of VEEV 10K pilot screen=1.0
CC(C)(C)c1ccc(OCC(=O)NCCN2CCCC2)cc1	1%	0.1%	-8%	17%	8%
Cc1ccc(-c2ccccc2NC(=O)CCl)o1	78%	8.7%	u	-2%	-6%
COc1ccc(C(=O)N/C(=C\c2cc(OC)c(OC)cc2[N+](=O)[O-])C(=O)NCC(=O)O)cc1	-5%	0.3%	2%	-4%	-8%
CC1CCCC(NC(=O)C2N(CCCN3CCCC3)C(=O)C3C(C(=O)Nc4ccc(Cl)cc4)C4C=CC32O4)C1C (centres undefined)	14%	0.7%	-7%	7%	-19%
CC(/C=N/NC(=O)c1cccs1)=C\c1ccco1	67%	1.2%	u	-12%	2%
C=CCn1c(O)c(C(CC)=Nc2cccc(C(=O)O)c2)c(=O)[nH]c1=O	-8%	i	-4%	19%	-5%
CCOC(=O)C1CCN(C(=O)Nc2ccc(NC(=O)C3CCN(C(=O)OCC)CC3)cc2)CC1	3%	0.9%	2%	11%	-13%
C#CCOc1c(Br)cc(/C=N/O)cc1OCC	12%	2.7%	7%	0%	-4%
O=C(O)c1ccc(NCc2ccncc2)cc1	-4%	1.7%	-7%	-1%	-12%
N#CC1=C(N)N(c2ccccc2C#N)C2=C(C(=O)CCC2)C1c1ccsc1 (centres undefined)	35%	0.3%	-28%	3%	-7%
O=C(Nc1ccn(C2CC(OC(=O)c3ccccc3)C(CO)O2)c(=O)n1)c1ccccc1 (centres undefined)	-11%	4.0%	1%	-6%	4%
CCCOC(=O)c1ccc(NC(=O)CSC2=Nc3ccccc3C3CC=NN23)cc1 (centres undefined)	19%	2.1%	u	1%	-2%
O=[N+]([O-])c1ccc(/C=N/n2c(C3CCCCC3)n[nH]c2=S)cc1	-10%	1.5%	4%	6%	-7%
COc1ccc(OC)c(S(=O)(=O)NCC(c2cccs2)N2CCc3ccccc3C2)c1 (centres undefined)	-2%	3.1%	-3%	0%	7%
CCOC(=O)c1cccc(NC(=O)C2CCCN(c3nnc(N4CCCC4=O)s3)C2)c1 (centres undefined)	18%	6.8%	0%	-32%	2%
O=C(CCC1CCCN(Cc2cccc3c2OCO3)C1)NCc1ccc(F)c(F)c1 (centres undefined)	-16%	i	-5%	5%	10%

Ordered by SMILES length (high to low): some entries from above.
SMILES	M. tuberculosis	inhibitors of VEEV	M. tuberculosis HTS	H1N1 NS1A inhibition	PhoP GFP inhibition	others
CC1CCCC(NC(=O)C2N(CCCN3CCCC3)C(=O)C3C(C(=O)Nc4ccc(Cl)cc4)C4C=CC32O4)C1C (centres undefined)	14%	0.7%	-7%	7%	-19%
O=C(Nc1ccn(C2CC(OC(=O)c3ccccc3)C(CO)O2)c(=O)n1)c1ccccc1 (centres undefined)	-11%	4.0%	1%	-6%	4%
COc1ccc(OC)c(S(=O)(=O)NCC(c2cccs2)N2CCc3ccccc3C2)c1 (centres undefined)	-2%	3.1%	-3%	0%	7%
O=C(CCC1CCCN(Cc2cccc3c2OCO3)C1)NCc1ccc(F)c(F)c1 (centres undefined)	-16%	i	-5%	5%	10%
Cc1ccn2c(=O)nc(SCC(=O)Nc3ccc4c(c3)OCCO4)nc2c1	13%	2.0%	-7%	-7%	6%
CC(C(=O)Nc1cc(Cl)cc(Cl)c1)N1CCCC1 (centres undefined)	-21%	i	-6%	-13%	13%
C#CCOc1c(Br)cc(/C=N/O)cc1OCC	12%	2.7%	7%	0%	-4%

Later entries.
SMILES	M. tuberculosis	inhibitors of VEEV	M. tuberculosis HTS	H1N1 NS1A inhibition	PhoP GFP inhibition	others
O=C(NCCc1nc2ccccc2[nH]1)/C(=C/c1ccco1)NC(=O)c1ccc(Br)o1	-11%	1.9%	-4%	-5%	4%
COc1ccc(CN2CCN(Cc3ccco3)CC2)cc1OC	4%	0.4%	-3%	-4%	-3%
O=C(CCCN1C(=O)c2ccccc2C1=O)NCCCn1ccnc1	4%	1.5%	-7%	2%	-3%
COc1cc(C(=O)NCC(c2ccccc2)N(C)C)ccc1OCc1c(C)noc1C (centres undefined)	6%	8.0%	1%	-9%	x
Cc1ccccc1C(=O)NCC(=O)N1CCN(c2ccccn2)CC1	-1%	2.2%	5%	-3%	x
CC(=O)NCCN=C(C)c1sc2ccccc2c1O	-13%	0.5%	-6%	0%	1%
COC(=O)C1=C(c2cccc(OC)c2OC)C[C@@H]2CC[C@H]1N2C(=O)NC(C)C	-10%	0.7%	-3%	-4%	-9%
CCOC(=O)C1CCN(Cc2ccc(C(=O)OC)cc2)CC1	-1%	1.5%	-10%	2%	1%
C=C(C)CSc1nnc(-c2cccc(S(=O)(=O)N(C)C)c2)n1-c1cc(OC)ccc1OC	56%	0.8%	-16%	1%	0%
O=C1Nc2ccccc2O/C1=C\c1ccccc1	14%	i	0%	-17%	5%
CN1CCN(S(=O)(=O)c2ccc(-c3noc(C4CCN(S(C)(=O)=O)CC4)n3)cc2)CC1	-7%	i	-1%	4%	3%
COc1ccc2c(CC(=O)OCC(=O)Nc3cccc(S(N)(=O)=O)c3)coc2c1	5%	0.8%	-3%	-9%	3%
CC(C)C(C)NC(=O)COC(=O)c1cccc(C(=O)OCC(=O)NC(C)C(C)C)n1 (centres undefined)	-8%	1.0%	-3%	-20%	-30%
Cc1cc(CNCc2c(C(=O)N(C)Cc3ccccc3)nc3ccccn23)nn1C	1%	0.6%	4%	-4%	-6%
O=C(Nc1ccc2c(c1)CCC2)c1ccc(Br)s1	u	1.3%	u	-8%	20%
Cc1ccccc1C(=O)N1CCC(C(=O)Nc2ccccn2)CC1	-5%	0.2%	-2%	9%	-8%
N#C/C(=C1\CCCN1)c1nc2ccccc2c(=O)[nH]1	-6%	2.2%	0%	-33%	-2%
CC1CC(C)CN(S(=O)(=O)CCNC(=O)c2ccccc2)C1 (centres undefined)	-6%	i	-7%	-19%	-1%
Cc1c(CC(=O)N2C[C@H]3C[C@@H](C2)c2cccc(=O)n2C3)c(=O)oc2c(C)c(O)ccc12	-9%	0.8%	-8%	-9%	9%
CC(Oc1ccc(Cl)cc1Cl)C(=O)Nc1ccc2oc(-c3ccncc3)nc2c1 (centres undefined)	30%	6.6%	47%	-1%	5%
Cc1[nH]c2ccccc2c1C(=O)C(=O)Nc1ccc2c(c1)OCO2	16%	4.0%	-6%	0%	-2%
Cc1cc(Br)ccc1NC(=O)CN(C)C(=O)c1cc([N+](=O)[O-])ccc1N1CCOCC1	16%	4.8%	-5%	8%	-5%
CCC1(C(N)=O)CC2C=CC1C2 (centres undefined)	x	2.0%	x	-2%	x
Nc1nc(NCc2ccco2)nn1-c1ccccc1	-3%	0.6%	3%	5%	-10%
CSc1ncccc1C(=O)OCC(=O)Nc1ccc2c(c1)OCO2	2%	i	2%	2%	2%
(further entries)
SMILES	M. tuberculosis	inhibitors of VEEV	M. tuberculosis HTS	H1N1 NS1A inhibition	PhoP GFP inhibition	others
COC(=O)c1ccc(COC(=O)C2CC(O)CN2S(=O)(=O)c2ccc([N+](=O)[O-])cc2)cc1 (centres undefined)	18%	0.8%	-7%	-10%	x
COc1cccc(OCCNc2cc(N3CCOCC3)ccc2[N+](=O)[O-])c1	33%	9.8%	u	2%	1%
O=C1OC(N2C(=O)CC[C@H]2C(=O)NCC2CCCO2)c2ccccc21 (some centres undefined)	-2%	0.1%	-5%	-1%	22%
CN(Cc1ccccc1)Cc1c(O)ccc2ccccc12	u	i	-5%	0%	-1%
O=C(O)CCN(CCC(=O)O)c1ccccc1	-10%	3.2%	-19%	-1%	-1%
COc1ccccc1CNC(=O)[C@@H]1CCCN1S(=O)(=O)c1ccc(Cl)cc1	14%	0.2%	1%	1%	9%
CCN(c1ccc(N=Cc2c(O)n(Cc3ccc(OC)cc3)c(=O)c3ccccc23)cc1)C(C)C	x	1.3%	x	-5%	x
Cc1ccc(S(=O)(=O)NCc2ccccc2)cc1C(=O)N1CCN(S(=O)(=O)c2ccccc2)CC1	x	5.9%	x	-12%	x
CS(=O)(=O)N1CCN(C(=O)Cc2ccc(Br)cc2)CC1	7%	i	2%	-21%	-7%
O=C(NCc1ccc(F)cc1)C1CCCN(c2cnccn2)C1 (centres undefined)	-3%	2.1%	-1%	6%	-5%
COc1cccc(CNC(=O)CCNC(=O)N2CCn3c2nc2ccccc23)c1	2%	0.7%	7%	0%	-4%
COCCCn1c(-c2ccc(Cl)cc2)n[nH]c1=S	7%	0.4%	-15%	5%	3%
Cc1ccc(C)c(NC(=O)CC2Oc3ccccc3NC2=O)c1 (centres undefined)	-5%	i	-8%	16%	-9%
Cc1ccn2cc(-c3cc4ccccc4oc3=O)nc2c1	x	0.9%	x	-4%	x
O=c1oc2c(-c3cccc(F)c3)cc(O)cc2s1	69%	i	u	1%	-17%
Cc1ccc(-n2c(O)c(C=Nc3ccc(S(N)(=O)=O)cc3)c(=O)[nH]c2=O)cc1	27%	0.7%	7%	-13%	6%
CCOc1cc(C)nc(N2CCCC(C(=O)NCc3ccccc3F)C2)n1 (centres undefined)	17%	i	-3%	5%	-3%
CCOCCCn1cc(C(=O)c2cc(Br)ccc2O)cc(C#N)c1=O	21%	3.3%	-3%	2%	3%
CCN(c1ccc(NC(=O)CN2C(=O)NC3(CCOc4ccccc43)C2=O)cc1)C(C)C (centres undefined)	29%	6.7%	-5%	24%	2%
CC(C)(C)c1ncc(S(=O)(=O)c2ccc(C(F)(F)F)cn2)c(N)n1	3%	1.5%	4%	-15%	2%
CC1(C(=O)Nc2ccccc2)Cc2ccccc2C(=O)O1 (centres undefined)	-12%	2.0%	0%	-2%	-3%
COc1ccc(CCN2C(=O)CSC2c2cccc([N+](=O)[O-])c2)cc1OC (centres undefined)	-6%	0.9%	-5%	6%	3%
Nc1c(S(=O)(=O)c2ccccc2)csc1C(=O)O	-7%	0.6%	-12%	2%	5%
CN1CCN(c2sc(S(C)(=O)=O)nc2S(=O)(=O)c2ccc(Cl)cc2)CC1	0%	8.3%	-6%	-6%	-2%
Cc1ccc(N2C(=O)c3cccc4c([N+](=O)[O-])ccc(c34)C2=O)c2cccnc12	7%	5.8%	0%	-14%	-12%
The listing continues.
SMILES	M. tuberculosis	inhibitors of VEEV	M. tuberculosis HTS	H1N1 NS1A inhibition	PhoP GFP inhibition	others
Cn1cc(S(=O)(=O)N2CCCC2)cc1C(=O)NCc1ccc(Cl)cc1	-5%	8.0%	-6%	33%	-7%	inhibitors of VEEV 10K pilot screen=4.5
CC1CCCCC12NC(=O)N(CC(=O)OCc1cccc(F)c1)C2=O (centres undefined)	-2%	i	-6%	-18%	x
S=C(Nc1ccc(Cl)cc1)N1CCOCC1	5%	0.7%	3%	3%	9%
CC(Oc1cccc(Cl)c1)C(=O)NC1CC(C)(C)NC(C)(C)C1 (centres undefined)	-4%	5.0%	1%	-10%	-4%
COC(=O)c1ccccc1NC(=O)CN1C(=O)C2CCCN2c2ncc(Cl)cc21 (centres undefined)	14%	x	-2%	x	7%
Cc1cc(C)c2oc(C(=O)N(Cc3cccs3)C3CCS(=O)(=O)C3)cc(=O)c2c1 (centres undefined)	14%	1.5%	3%	-20%	-15%
C[C@@H]1CN([C@H](C)CO)C(=O)Cc2cc(NC(=O)Cn3cnnn3)ccc2O[C@@H]1CN(C)Cc1ccc(Cl)c(Cl)c1	49%	1.1%	1%	14%	x
